High-throughput results as filed in PubChem.
RECQ1 helicase: qHTS Assay for Inhibitors of RecQ-Like Dna Helicase 1 (RECQ1) | ATP-dependent DNA helicase Q1 (Homo sapiens), P46063 | RECQ1 DNA unwinding, red fluorescence kinetic read | Potency, µM (doses to about 57.3 µM), for inactives: at the top dose activity, negative = inhibition, most hits filed as inhibitors | 240,000 compounds, 0.54% hits;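 also: plate controls were vehicle for no effect and no enzyme for full effect; nearly all actives have a fitted effect of over 30% in size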
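RECQ1T1 50 nM; forked duplex (20 bp + 30-nt ss tails) 200 nM, ATP 2 mM final; pH 8.0, 2 mM MgCl2, 2.5 ug/ml poly(dI-dC); 15 min compound preincubation; discontinuous kinetic read over 2 h at RT.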
L3MBTL1 block: qHTS Assay for the Inhibitors of L3MBTL1; Lethal(3)malignant brain tumor-like protein 1 (Homo sapiens), Q9Y468; AlphaScreen L3MBTL1–H3K9me1 peptide binding; Potency, µM (series often up to 57.1 µM), for the others: at the highest dose activity, negative = inhibition, usual class: inhibitors; 230,000 compounds, 0.66% hits; AID 485360, 2010; also: % is scaled to controls: 0 for no effect and ±100 for the full control effect; nearly all actives have a fitted effect of over 60% in size
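Read-out is AlphaScreen signal from streptavidin donor and nickel chelate acceptor beads (10 ug/mL final each) bridging L3MBTL1 (50 nM) and biotinylated K9-monomethylated H3(1-15) peptide (75 nM), after 30 min compound exposure at room temperature.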
HTT ATP protect: qHTS Multiplex Assay to Identify Dual Action Probes in a Cell Model of Huntington: Cytoprotection (ATP); PC12 HTT-Q103 induced, cytoprotection, ATP luminescence, 40 h; Potency, µM (highest dose often 56.4 µM), without a hit: cytoprotection (ATP increase), usual class: activators; 230,000 compounds, 0.14% hits; AID 1471, 2008;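 also: % of control where 0% means no effect; nearly all actives have a fitted effect of over 45% in size; toxic huntingtin expression switched on by the ecdysone agonist tebufenozide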
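ATP quantification (ATPlite) reports survival of PC12 cells in which tebufenozide, 100 nM final, switches on Htt exon 1 with 103 glutamines linked to GFP; compounds are titrated.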
Tau ThT inhib: qHTS for Inhibitors of Tau Fibril Formation, Thioflavin T Binding | 270,000 compounds, 2.1% hits | Potency, µM (doses to about 57.4 µM), for inactives: at the top dose activity, negative = inhibition, hits mostly inhibitors | recombinant tau K18 P301L, heparin-induced fibrillization, ThT fluorescence | Microtubule-associated protein tau (Homo sapiens), P10636; also: % is scaled to controls: 0 for no effect and ±100 for the full control effect; nearly all actives have a fitted effect of over 55% in size
Target sequence (P10636 561-689 P618L limits assumed): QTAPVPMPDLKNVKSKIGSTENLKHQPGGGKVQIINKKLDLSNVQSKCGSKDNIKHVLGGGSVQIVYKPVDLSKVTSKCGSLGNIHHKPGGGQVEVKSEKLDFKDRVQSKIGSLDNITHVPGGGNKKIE
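Using a mix of unlabeled (15 uM) and Alexa 594-labeled (0.24 uM) tau K18 P301L, heparin-triggered fibrillization over 6 hr at 37 C was scored by ThT fluorescence.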
Tau fluor counter: Counterscreen qHTS for Inhibitors of Tau Fibril Formation, Fluorescence Polarization; Potency, µM (doses to about 57.7 µM), without a hit: at the top dose activity change, negative = decrease; tau K18 P301L (four-repeat tau fragment) Alexa594 fluorescence, heparin fibrillization; 280,000 compounds, 0.93% hits; also: % is scaled to controls: 0 for no effect and ±100 for the full control effect; nearly all actives have a fitted effect of over 55% in size
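Human K18 P301L tau (15 uM unlabeled plus 0.24 uM Alexa 594-labeled, final) in 100 mM sodium acetate pH 7 was mixed with compound and 20 uM heparin and incubated 6 hr at 37 C.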
Tau FP inhib: qHTS for Inhibitors of Tau Fibril Formation, Fluorescence Polarization; AID 1468, 2008; Potency, µM (doses to about 57.7 µM), for inactives: top-dose activity, negative = inhibition, actives largely listed as inhibitors; K18 P301L tau heparin fibrillization, Alexa594 FP, 6 h; 280,000 compounds, 0.39% hits; Microtubule-associated protein tau (Homo sapiens), P10636; also: % is scaled to controls: 0 for no effect and ±100 for the full control effect; nearly all actives have a fitted effect of over 55% in size
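FP of Alexa 594-tau after heparin (20 uM) induction. Substrate: human K18 P301L, 15 uM unlabeled, 0.24 uM labeled. Buffer 100 mM sodium acetate pH 7. 6 hr, 37 C.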
TRb-SRC2 inh: qHTS for Inhibitors of the Interaction of Thyroid Hormone Receptor and Steroid Receptor Coregulator 2; Thyroid hormone receptor beta (Homo sapiens), P10828; TRbeta-SRC2 peptide binding, fluorescence polarization; receptor liganded with 1 µM T3; Potency, µM (titrated, usually from 106 µM), for the others: at the top dose activity change, negative = inhibition, usual class: inhibitors; 280,000 compounds, 0.065% hits; AID 1469, 2008;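 also: plate controls were bound peptide for no effect and peptide without receptor for full effect; nearly all actives have a fitted effect of over 50% in size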
Target sequence (P10828 whole entry, looked up): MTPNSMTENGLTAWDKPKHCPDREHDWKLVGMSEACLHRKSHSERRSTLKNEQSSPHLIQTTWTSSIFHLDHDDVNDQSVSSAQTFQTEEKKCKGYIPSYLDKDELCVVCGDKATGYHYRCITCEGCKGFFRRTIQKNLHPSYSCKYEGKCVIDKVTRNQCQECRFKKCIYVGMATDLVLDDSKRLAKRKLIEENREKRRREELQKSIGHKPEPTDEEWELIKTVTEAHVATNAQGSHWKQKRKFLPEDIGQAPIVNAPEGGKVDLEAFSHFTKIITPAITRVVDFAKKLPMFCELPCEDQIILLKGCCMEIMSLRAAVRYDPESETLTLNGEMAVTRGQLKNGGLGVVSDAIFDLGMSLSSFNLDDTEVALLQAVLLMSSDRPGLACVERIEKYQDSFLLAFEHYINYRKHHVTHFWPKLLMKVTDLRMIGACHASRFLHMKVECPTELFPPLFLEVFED
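Human TRb LBD (0.6 uM) plus Texas Red-labeled SRC2 peptide (20 nM), 1uM T3, 5% DMSO, 5 hr at ambient temperature. Decreased polarization (555/632 nm) flags inhibition; data normalized to free and bound peptide controls.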
TR SRC2 fluor cs: Total Fluorescence Counterscreen for Inhibitors of the Interaction of Thyroid Hormone Receptor and Steroid Receptor Coregulator 2. 280,000 compounds, 0.29% hits. Potency, µM (series often up to 106 µM), inactives show at the highest dose fluorescence change, negative = quenching. TRb/SRC2 Texas Red total fluorescence interference. AID 1479, 2009; active = well fitted curve in either direction with a large enough effect; inconclusive = small, poorly fitted or top-dose-only effect; also: % is scaled to controls: 0 for no effect and ±100 for the full control effect
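Human TRb ligand-binding domain at 0.6 uM with 20 nM Texas Red SRC2 peptide in Tris buffer containing 1 uM T3 and 5% DMSO, incubated with compound 5 h at ambient temperature. Total fluorescence (555/632 nm) calculated as parallel + 2 × perpendicular.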
Starred values were filed as active, the others as inactive; i = inactive; ? = inconclusive; . = no result given; & = joins results of further samples; [ ] = dose if it differs, or a comment. Unless noted, calls follow the shape of the dose curve; as a rule, active = well fitted curve in the direction sought with a large enough effect; inconclusive = small, poorly fitted or top-dose-only effect, or another doubt; inactive = no such curve, though single readings can be large; an effect the other way counts as inactive or inconclusive. Potency is read from the fitted curve at half-maximal effect. Not all compounds are listed; the hit share may differ from the screen's.

SMILES	RECQ1 helicase	L3MBTL1 block	HTT ATP protect	Tau ThT inhib	Tau fluor counter	Tau FP inhib	TRb-SRC2 inh	TR SRC2 fluor cs
CC(c1n[nH]c(=S)n1Cc1ccccc1)N(C)C (stereo unspecified)	-16.7%	11.7%	.	8.2%	14.2%	-0.5%	5.8%	-0.9%
COc1cccc(-c2cc(C(=O)O)no2)c1	1.6%	.	-10.2%	-20.0%	-9.9%	2.9%	-7.7%	0.0%
CCOC(=O)C1CCCN(C(=O)c2ccc(CNS(=O)(=O)c3ccc(C)cc3)cc2)C1 (stereo unspecified)	-4.2%	.	-11.6%	-13.8%	-17.3%	-6.7%	5.3%	-0.8%
CCCSc1nc2c(cnn2-c2ccc(F)cc2)c(=O)[nH]1	-2.0%	6.7%	-16.3%[10 µM]	-3.2%	2.8%	4.1%	-6.1%	-0.3%
COc1ccc(NC(=O)CC2C(=O)NCCN2C(=O)c2ccccc2)cc1 (stereo unspecified)	-7.1%	-3.0%	-0.2%[10 µM]	-4.8%	1.1%	2.1%	0.5%	-1.0%
COc1ccc2c(c1)C(C)CC(C)(C)N2C(=O)NC1CCCCC1 (stereo unspecified)	8.6%	-9.3%	.	?	-17.9%	-8.2%	-3.2%	-1.1%
Cc1ccc(C(=O)Nc2nc3nc(-c4ccccc4)cc(=O)n3[nH]2)cc1	-5.4%	.	14.8%	-4.6%&-11.9%	4.3%&-3.8%	3.8%&-3.2%	8.0%&-2.3%	-0.8%&-2.7%
COc1cc(C2SCC(=O)N2c2nnc(C34CC5CC(CC(C5)C3)C4)s2)cc(OC)c1OC (stereo unspecified)	-4.5%	1.0%	-1.5%[10 µM]	-7.3%	-8.0%	3.0%	-19.3%	0.4%
CCOP(=O)(OCC)/C(C#N)=C/c1ccc(-c2ccc(F)cc2F)o1	0.5%	-0.9%	-5.1%[10 µM]	-7.4%	-7.4%	9.2%	4.7%	-1.9%
COc1nccc(C(F)(F)F)c1C(=O)NC(=O)Nc1c(C)cccc1C	-1.7%	5.1%	-5.1%[10 µM]	-10.9%	-6.3%	-4.0%	-4.6%	-4.1%
CCCn1c(N)c(C(=O)CSc2nnc(C3CC3)n2Cc2ccccc2)c(=O)[nH]c1=O	-2.0%	.	9.1%[10 µM]	-6.1%	-11.6%	-6.4%	4.5%	-3.8%
CC1CCCCN1CC(=O)Nc1ccccc1Sc1ccccc1 (stereo unspecified)	-14.9%	24.1%	19.4%[1.9 µM]	-16.0%	-5.9%	6.6%	0.9%	2.8%
Cc1ccc(NC(=O)C[n+]2ccn(C3=C([O-])c4ccccc4C3=O)c2)cc1	-6.1%	-13.0%	?	?	2.6%	0.0%	4.5%	-2.9%
Cc1ccc(NC(=O)CSc2nnc(Cn3cnc4ccccc43)o2)cc1	-16.2%	5.2%	2.4%[10 µM]	-1.6%	-6.9%	-1.0%	1.1%	-1.7%
C=C1CCN(C(C(=O)OC)C(C)C)S(=O)(=O)c2ccccc21 (stereo unspecified)	6.8%	.	26.6%[10 µM]	-7.1%	-12.9%	-2.6%	3.2%&9.5%	-1.0%&1.1%
Cc1cc(OCCn2cnc3ccccc3c2=O)ccc1[N+](=O)[O-]	-8.1%	10.4%	4.7%[10 µM]	7.2%	11.5%	4.0%	-3.9%[53 µM]	-1.8%[53 µM]
CCN1CCN(c2ncc3c(n2)CCN(Cc2sccc2C)C3)CC1	.	.	.	-14.2%	2.5%	1.1%	-4.0%	-0.9%
CCC(=O)N1CCc2cc(Br)cc(S(=O)(=O)N3CCN(c4ccc(C)cc4)C(C)C3)c21 (stereo unspecified)	.	.	.	-12.5%	-21.7%	0.2%	-2.2%	-0.6%
Cc1c(NC(=O)c2ccc3c(c2)OCO3)cccc1-c1nc2ncccc2o1	-4.5%	.	-23.3%	?	-10.6%	5.0%	-7.0%	-2.6%
CN1CCN(C(=O)c2cc(-c3ccco3)on2)CC1	i	.	22.0%	-2.7%	-2.1%	-2.3%	-15.3%	2.3%
O=C(CCc1nnc(-c2ccc3c(c2)OCO3)o1)N(Cc1ccncc1)CC1CCCO1 (stereo unspecified)	i	20.1%	41.3%[10 µM]	-1.6%	2.9%	1.6%	5.9%[53 µM]	0.4%[53 µM]
Brc1ccc(-c2csc(-c3ccncc3)n2)cc1	-5.5%	12.2%	.	-6.7%	-11.9%	3.5%	5.7%	-0.4%
O=c1ccc(/C=C/c2ccccc2)nn1Cc1ccccc1Cl	-8.1%	.	-9.2%	?	?	3.2%	10.5%	-1.5%
CN(C)c1nc(C(=O)Nc2ccccc2)nc(N(C)C)n1	-2.9%	-0.7%[11.4 µM]	-3.5%[0.074 µM]	-6.6%	-1.7%	-2.1%	-13.0%	-1.3%

Of the compounds above, these have fluorine:
SMILES	RECQ1 helicase	L3MBTL1 block	HTT ATP protect	Tau ThT inhib	Tau fluor counter	Tau FP inhib	TRb-SRC2 inh	TR SRC2 fluor cs
CCCSc1nc2c(cnn2-c2ccc(F)cc2)c(=O)[nH]1	-2.0%	6.7%	-16.3%[10 µM]	-3.2%	2.8%	4.1%	-6.1%	-0.3%
CCOP(=O)(OCC)/C(C#N)=C/c1ccc(-c2ccc(F)cc2F)o1	0.5%	-0.9%	-5.1%[10 µM]	-7.4%	-7.4%	9.2%	4.7%	-1.9%
COc1nccc(C(F)(F)F)c1C(=O)NC(=O)Nc1c(C)cccc1C	-1.7%	5.1%	-5.1%[10 µM]	-10.9%	-6.3%	-4.0%	-4.6%	-4.1%

The list goes on:
SMILES	RECQ1 helicase	L3MBTL1 block	HTT ATP protect	Tau ThT inhib	Tau fluor counter	Tau FP inhib	TRb-SRC2 inh	TR SRC2 fluor cs
CCCCN(C(=O)CNC(=O)c1ccco1)C(C(=O)NC1CCCCC1)c1ccc(OC)cc1OC (stereo unspecified)	i	0.3%	-8.3%	-13.3%	-10.5%	-0.9%	-3.7%	-4.3%
COc1ccc(C2CC(=O)C(C3NCCc4ccccc43)=C(O)C2n2cncn2)cc1 (stereo unspecified)	-15.2%	-9.8%	-10.5%[10 µM]	-14.4%	-3.6%	-6.8%	-8.8%	-2.3%
C/C(=N/NC(=O)c1ccccn1)c1ccc(O)cc1	-4.0%	-9.5%	-7.3%[10 µM]	?	-8.6%	-2.1%	2.4%	-1.9%
Cc1cccc2c(=O)c(Br)c(C)n(Cc3ccccc3)c12	i	3.0%	-22.8%	?	-11.4%	?	-3.3%	-2.4%
S=C(NCc1cccnc1)Nc1ccc(Cl)c(Cl)c1	-8.6%	-0.3%	9.7%[10 µM]	-6.9%	?	?	13.2%	1.7%
CCC1CCCCN1C(=O)C1CC(c2cc(Cl)c(OC)cc2OC)=NO1 (stereo unspecified)	-0.5%	.	-3.8%	0.5%	-12.4%	4.5%	-0.2%	-1.4%
Cc1[nH][nH]c(=O)c1C=NCc1cccs1	-1.6%	14.6%	-6.2%	-5.7%	0.3%	-4.1%	-0.7%	-0.4%
CCC(=O)N1CCc2cc(S(=O)(=O)NC(CC(C)C)C(=O)Nc3ccc(CC)cc3)ccc21 (stereo unspecified)	.	.	.	3.8%	-12.8%	2.7%	-0.8%	0.2%
Cc1cc(C)cc(OCCCC(=O)O)c1	7.2%	1.5%	0.5%[0.074 µM]	-7.4%	5.3%	-1.6%	-9.1%	-3.2%
COc1ccc(-n2c(COc3cccc(C)c3)nnc2SCC(=O)NCc2ccco2)cc1	-6.9%	-13.6%[11.4 µM]	-15.0%[10 µM]	5.2%	13.4%	4.2%	2.4%	-2.3%
O=C(O)CCCC(=O)Nc1ccc(OCc2nc3ccccc3s2)cc1	13.1%	0.7%	-8.9%[10 µM]	?	-8.3%	-11.8%	-5.2%	-2.2%
CCCOc1cc(C)c(Cl)cc1S(=O)(=O)N(CC)CC	-4.5%	26.8%	33.1%[10 µM]	-1.0%	-5.9%	10.9%	-3.5%	-0.4%
O=C(CCCCCNC(=O)c1ccccc1Br)N=Nc1c(O)[nH]c2ccccc12	i	-28.1%	-9.9%	?	1.8%	1.8%	8.4%	-5.2%
Cc1ccc(CCNC(=O)c2ccc3c(c2)N(Cc2cc(C)ccc2C)C(=O)c2ccccc2S3=O)cc1 (stereo unspecified)	.	.	.	-4.8%	-20.0%	-13.9%	0.8%	2.5%
COCCN(CCOC)S(=O)(=O)c1ccc(/C(O)=C(\C#N)c2nc3ccccc3[nH]2)cc1	-10.5%	1.3%	6.5%[10 µM]	-10.0%	-4.3%	6.1%	-2.1%	-0.4%
CCOC(=O)N1CCN(CC(O)COCc2ccc(OC)c(OC)c2)CC1 (stereo unspecified)	0.0%	4.0%	14.3%[10 µM]	11.3%	24.0%	1.6%	5.9%	-7.5%
Cc1ccc(Cl)cc1Nc1nc2ccccc2c2nncn12	.	.	.	-6.1%	?	4.7%	-8.1%	-1.3%
Cn1cccc1/C=C1\SC(=S)N(NC(=O)c2ccccc2O)C1=O	-1.3%	-16.8%	-16.6%[10 µM]	7.94µM*	?	3.8%	9.2%	-2.4%
CCOc1ccccc1Nc1nc(-c2cccc(Cl)c2)c2c(n1)-c1ccccc1OC2	.	.	.	?	?	11.4%	3.3%	-5.1%
CC(=O)c1cc2c(cc1N/C(=N/S(=O)(=O)c1ccc(Cl)cc1)c1ccc(F)cc1)OCO2	.	.	.	11.3%	-8.2%	-11.1%	-7.4%	0.0%
